# Assay outcomes: PubChem, several laboratories
# GSTO1 counter: counter-screen for RBBP9 inhibitors: inhibitors of human GSTO1 | 300,000 compounds, 1.1% hits | P78417 | inhibition, % at 5.96 µM | recombinant GSTO1, activity-based probe fluorescence polarization;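 active = inhibition above the campaign mean inhibition plus 3 SD, cut at about 35% in these data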;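 also: 0% = GSTO1-1 with DMSO and 100% = wells lacking GSTO1-1 enzyme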
# Target sequence (P78417 whole entry, looked up): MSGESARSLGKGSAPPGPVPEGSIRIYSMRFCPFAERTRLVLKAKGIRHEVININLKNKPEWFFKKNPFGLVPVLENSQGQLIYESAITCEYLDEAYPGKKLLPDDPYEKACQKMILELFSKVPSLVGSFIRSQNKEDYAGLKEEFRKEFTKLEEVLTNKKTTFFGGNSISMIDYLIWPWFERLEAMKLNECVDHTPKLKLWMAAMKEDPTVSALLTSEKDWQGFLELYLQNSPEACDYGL
# TPT1 inh: C. albicans TPT1 enzyme inhibition; inhibition, % at 5 µM; recombinant caTPT1, FP RNA substrate dephosphorylation; AID 1962; 300,000 compounds, 0.81% hits;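 active = inhibition above the mean of all tested compounds plus 3 SD, set per screening campaign, cut at about 24% in these data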;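 also: plate controls were DMSO alone for no effect and ferristatin control at 100 nM for full effect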
# PME-1 primary: blocks human protein phosphatase methylesterase 1; Q9Y570; recombinant PME-1, FP-Rh probe fluorescence polarization; inhibition, % at 5.9 µM; 320,000 compounds, 0.53% hits; AID 2130;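 active = inhibition above the campaign mean of all compounds plus 3 SD, cut at about 26% in these data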;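 also: competitive labeling of PME-1 active site by serine hydrolase directed probe; 0% = PME-1 with DMSO and 100% = wells lacking PME-1 enzyme; inhibitors block probe labeling so polarization falls and inhibition rises; many of its hits are not listed in these tables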
# MEX-5 binding: C. elegans MEX-5 TCR-2 RNA binding activity | Q9XUB2 | activity score (negative = inhibition of binding), % at 10 µM | AID 1832 | 300,000 compounds, 0.38% hits | MEX-5/FITC-TCR2 RNA binding, fluorescence polarization; stronger effect = lower value;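 active = inhibition past about -25% in most replicates, and total fluorescence under double the plate's negative control median, limit read from the data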;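 also: 0% = DMSO and -100% = 5 µM competing unlabeled TCR2 RNA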
# GLD-1 TGE inh: GLD-1-TGE RNA interaction inhibition (C. elegans). Q17339. AID 2280. purified GLD-1 + fluorescein TGE RNA, fluorescence polarization. 320,000 compounds, 0.44% hits. inhibition, % at 5.96 µM;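 active = percent inhibition above a per-plate cutoff, the plate mean of test compounds plus 3 SD, cut at about 30% in these data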;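 also: 0% = DMSO wells with GLD-1 and probe and 100% = wells lacking GLD-1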
# PAD4 FP inh: inhibitors of human PAD4; Q9UM07; recombinant PAD4, RCA probe fluorescence polarization; inhibition, % at 6.36 µM; 330,000 compounds, 0.41% hits;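 active = percent inhibition above a cutoff equal to the mean of all tested compounds plus 3 SD, cut at about 15% in these data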;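 also: 0% = PAD4 with RCA probe and DMSO and 100% = probe without PAD4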
# Fam108B counter: blocks mouse Fam108B hydrolase in RBBP9 counter-screen; recombinant Fam108B, FP-Rh probe fluorescence polarization; inhibition, % at 9.51 µM; 300,000 compounds, 0.33% hits;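 active = inhibition above the screen mean inhibition plus 3 SD, computed separately per campaign, cut at about 18% in these data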;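 also: inhibitors lower polarization as less probe binds the enzyme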
# BCLXL inh: blocks human Bcl-xL binding to Bim BH3 peptide | Q07817 | GST-Bcl-xL / FITC-Bim BH3 peptide fluorescence polarization | inhibition, % at 10.9 µM | 320,000 compounds, 0.7% hits | AID 2129;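 active = inhibition above the mean of all tested compounds plus 3 SD, cutoff set per campaign, cut at about 30% in these data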;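 also: 0% = DMSO wells and 100% = unlabeled Bim-BH3 peptide competitor; inhibitors lower millipolarization by displacing the labeled peptide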
# Target sequence (Q07817 whole entry, looked up): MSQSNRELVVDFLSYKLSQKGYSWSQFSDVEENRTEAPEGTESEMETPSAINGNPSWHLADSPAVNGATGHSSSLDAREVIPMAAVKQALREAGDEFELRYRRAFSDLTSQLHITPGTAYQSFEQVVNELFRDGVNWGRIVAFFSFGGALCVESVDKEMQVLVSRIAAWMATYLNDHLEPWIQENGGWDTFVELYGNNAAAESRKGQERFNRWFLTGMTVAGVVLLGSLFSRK
# MCL1 BIM primary: inhibitors of human MCL1 binding to BIM-BH3 peptide; Q07820; GST-MCL1 / FITC-Bim-BH3 fluorescence polarization; inhibition, % at 10.9 µM; 320,000 compounds, 0.68% hits; AID 2057;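 active = inhibition above the mean inhibition of all tested compounds plus 3 SD, set per campaign, cut at about 40% in these data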;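 also: 0% = DMSO wells and 100% = unlabeled Bim-BH3 peptide control; higher means more loss of mP so more displacement of Bim peptide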
# Target sequence (Q07820 whole entry, looked up): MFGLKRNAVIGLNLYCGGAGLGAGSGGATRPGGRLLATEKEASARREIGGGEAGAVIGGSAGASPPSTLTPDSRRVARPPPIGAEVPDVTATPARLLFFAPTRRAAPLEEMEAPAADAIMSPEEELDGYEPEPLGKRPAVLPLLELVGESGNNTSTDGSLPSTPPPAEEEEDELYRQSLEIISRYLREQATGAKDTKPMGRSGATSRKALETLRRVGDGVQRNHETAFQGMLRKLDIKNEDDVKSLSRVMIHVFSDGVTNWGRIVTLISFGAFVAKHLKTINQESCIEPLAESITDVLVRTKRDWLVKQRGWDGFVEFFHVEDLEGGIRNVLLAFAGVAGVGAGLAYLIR
# * hit, by the source's call; / = no result given. Only part of the results is shown; rates above refer to the full screens.
SMILES,GSTO1 counter,TPT1 inh,PME-1 primary,MEX-5 binding,GLD-1 TGE inh,PAD4 FP inh,Fam108B counter,BCLXL inh,MCL1 BIM primary
C=CCN(C(=O)CNC(=O)c1ccco1)C(C(=O)NC1CCCCC1)c1cccnc1 (configuration not stated),-3,-2,-5,-5.4,2,3,-3,7,0
CC1CCCCN1C(=O)C1CCCN(S(=O)(=O)c2cccc3nsnc23)C1 (configuration not stated),16,-2,0,0.8,0,5,3,1,-1
Cc1ccccc1CN1C(=O)c2ccccc2S1(=O)=O,4,1,2,-0.7,-3,-2,2,3,1
C=CCOC(=O)C1=C(C)NC(SC)=C(C#N)C1c1ccc(OCC)cc1 (configuration not stated),-10,-2,-14,-12,6,0,-1,3,3
CC(NC1CCCCC1)C(=O)NN=C(c1ccccc1)c1ccccc1 (configuration not stated),22,1,0,-0.6,2,5,3,10,3
CC(C)N(Cc1ccccc1)C(=O)COC(=O)C1CCN(S(=O)(=O)c2ccc3c(c2)OCCO3)CC1,2,-4,3,1.5,5,1,3,3,3
CC1(C)Cc2c(sc3nnn(CC(=O)Nc4ccccc4)c(=O)c23)CO1,2,-2,0,1.0,6,4,-1,-1,-10
CSc1nc2nccc(-c3ccc(Oc4ccccc4)cc3)n2n1,-1,2,5,/,-5,-2,1,-3,-4
Cc1ccc(NS(=O)(=O)c2cccs2)c(C)c1,3,2,3,0.8,6,-5,-1,2,7
N#CC1(NC(=O)CSc2nnc(C3CC3)n2C2CC2)CCCCC1,/,/,-3,/,1,1,/,3,-7
FC(F)(F)c1cc(-c2cccs2)nc(-n2cc(Br)cn2)n1,0,2,-1,0.3,-2,-4,-7,3,2
COc1cc(OC)c2cc(C(=O)N/N=C/c3ccccc3O)[nH]c2c1,-28,-1,32*,-2.1,4,-2,29*,9,15
Cc1cc2nc(SCC(=O)N(C)C)c3c(c2cc1C)CCCC3,-10,2,4,-3.6,2,-5,-2,-4,4
O=[N+]([O-])c1cccc(/C=N/n2c(COc3ccccc3)n[nH]c2=S)c1,0,-2,4,-2.0,-2,5,2,-9,-24
CC(=O)Nc1ccc(C2=CC(=O)C[C@H](c3ccc(Cl)cc3)C2)cc1,/,/,-10,/,-1,-1,/,5,-1
O=c1[nH]c2ccccc2n1CCC1CCCCC1,0,-5,0,2.2,4,-1,3,-1,-7
COC(=O)c1ccc(C(=O)OC)c(NC(=O)CN2CCC(C)CC2)c1,5,3,-5,-3.8,5,0,3,-3,7
Cc1ccc(C(=O)NCC(=O)OCC(=O)c2ccc3c(c2)NC(=O)CO3)cc1,-1,-3,0,-0.1,-6,6,1,-11,-21
O=C1NC2(CCCCCC2)C(=O)N1Cc1ccc(F)cc1Cl,0,5,7,-0.3,-1,-1,-4,-3,-10
Cn1c(N)c(C(=O)COC(=O)c2cc(-c3ccccc3)nc3ccccc23)c(=O)n(C)c1=O,-9,-3,-2,2.1,6,-5,-6,7,-2
O=C(O)/C=C/C(=O)N(Cc1ccccc1)Cc1ccco1,5,-1,-3,-4.4,2,-1,6,5,-2
CSc1ccc(/C=N/NC(=O)COc2ccc(Br)cc2Cl)cc1,1,-1,4,0.3,9,-3,-3,3,11
CCN(CC)C(=O)Cn1cc(S(=O)(=O)CC(=O)Nc2ccc(F)cc2)c2ccccc21,0,-2,1,-0.4,2,2,0,9,13
COC(=O)C(Cc1ccc(O)cc1)NC(=O)c1ccc2c(c1)OCCO2 (configuration not stated),4,2,-9,-0.4,-5,-3,-5,-4,-2
CCN(CC)C(=O)c1sc(NC(=O)Cc2cccs2)c(C#N)c1C,3,-3,0,0.8,2,-1,-1,0,3

# (listing goes on)
SMILES,GSTO1 counter,TPT1 inh,PME-1 primary,MEX-5 binding,GLD-1 TGE inh,PAD4 FP inh,Fam108B counter,BCLXL inh,MCL1 BIM primary
COc1ccc(-n2nnc3c(=O)n(Cc4cc(C)ccc4C)cnc32)cc1,3,-2,1,/,0,-2,-2,5,7
C#CCOCCOCCOCCNc1nc(N2CCN(C(=O)[C@H](Cc3cc4ccccc4[nH]3)n3cc([C@@H](N)CC(C)C)nn3)CC2)nc(N2CCN(C(=O)[C@H](Cc3cc4ccccc4[nH]3)n3cc([C@@H](N)CC(C)C)nn3)CC2)n1,5,0,-4,18,-9,-1,8,5,-8
CCCn1c(=O)c(-c2nc3ccccc3[nH]2)c(O)c2ccccc21,2,1,-4,1.1,-2,-2,-4,0,1
Cc1cccc(NC(=O)c2cc(N3C(=O)CCC3=O)ccc2Cl)n1,-1,0,-3,1.5,5,-2,-3,2,10
Cc1c(NC(=O)c2nn(C)c(=O)c3ccccc23)c(=O)n(-c2ccccc2)n1C,0,2,2,-1.8,0,-5,1,-3,-6
Cn1nc(C(C)(C)C)cc1C(=O)NCc1ccc2c(c1)OCO2,-3,-3,2,3.0,9,-3,3,2,4
Cc1ccnc2nc(C(=O)OCCOc3ccc(F)cc3)nn12,3,0,2,-0.3,-2,6,-1,6,0
O=C(NCc1ccco1)c1ccc(S(=O)(=O)c2cccc(S(=O)(=O)N3CCOCC3)c2)cc1,2,1,3,-1.8,-6,-5,-3,1,-9
c1ccc(C2=NCCCN2)cc1,-10,0,2,-2.2,7,1,0,2,7
O=C(CCN1C(=O)c2ccncc2C1=O)Nc1ccc2c(c1)OCCO2,11,1,3,0.9,0,3,4,13,12
O=S(=O)(/N=C(\[O-])C[n+]1ccccc1)c1ccc(Cl)cc1,-4,6,1,0.3,3,0,3,-7,-8
CC(C)[C@H](NC(=O)Nc1ccc2c(c1)OCCO2)C(=O)O,4,-3,-5,-0.4,3,-2,4,-2,5
CN(C[C@H](Cc1ccccc1)N(C[C@@H](Cc1cccc2ccccc12)N(CCc1ccccc1)N=O)N=O)N=O,2,-2,-2,1.9,8,1,-17,2,0
CCN(C(=O)CCS(=O)(=O)c1cc2c(cc1Cl)NC(=O)CO2)c1ccccc1,8,-2,-3,-0.5,5,5,2,2,-2
COc1ccc(-c2cnn3c4c(c(C)nc23)CCN4C2CCCC2)cc1OC,-1,-3,-2,1.7,0,1,0,9,5
COc1ccc(NC(=O)NC23CC4CC(CC(C4)C2)C3)cc1OC,-1,-6,-1,0.9,-1,0,1,9,5
NC(=O)c1ccc(F)cc1,8,1,-4,0.0,1,-4,-4,-2,-2
CCOC(=O)c1c(N/N=C/c2cccnc2)n[nH]c1C,-5,-6,-2,-6.4,1,4,5,1,0
O=C(NCC1CCCO1)c1cccc(Oc2ccc([N+](=O)[O-])cc2)c1 (configuration not stated),1,-4,7,-1.6,2,2,3,2,5
CNc1oc(/C=C/c2ccccc2)nc1C#N,4,-8,2,-0.5,-5,3,4,0,2
COCCCn1c(C)nnc1SCc1ccc(C(C)(C)C)cc1,-1,6,-1,2.8,6,1,5,3,7
CCCCc1ccc(NC(=O)NCc2cccnc2)cc1,8,-3,0,1.9,-2,1,-5,4,-3
Cc1ccc(S(=O)(=O)Nc2ccccc2C(O)c2ccccc2)cc1 (configuration not stated),7,0,4,-2.4,6,0,3,3,5
CCOc1c2ccc(C(=O)NCc3ccc(OC)cc3)cc2nn1CCOC,8,1,4,-0.1,8,-1,1,-1,4
CC(Sc1nccn1C)C(=O)Nc1ccccc1 (configuration not stated),4,-2,-3,1.8,1,-2,6,5,5
CCOC(=O)CN1C(=O)S/C(=C/c2ccc3c(c2)n(C)c(=O)n3C)C1=O,-3,1,-2,-0.4,-4,0,-1,3,-1
COc1ccc2cc(C(=O)C3CCCN(C(=O)c4snnc4C)C3)ccc2c1 (configuration not stated),6,0,-3,-1.3,1,3,-4,-1,1

# Entries above containing a halogen, in the order listed:
SMILES,GSTO1 counter,TPT1 inh,PME-1 primary,MEX-5 binding,GLD-1 TGE inh,PAD4 FP inh,Fam108B counter,BCLXL inh,MCL1 BIM primary
FC(F)(F)c1cc(-c2cccs2)nc(-n2cc(Br)cn2)n1,0,2,-1,0.3,-2,-4,-7,3,2
CC(=O)Nc1ccc(C2=CC(=O)C[C@H](c3ccc(Cl)cc3)C2)cc1,/,/,-10,/,-1,-1,/,5,-1
O=C1NC2(CCCCCC2)C(=O)N1Cc1ccc(F)cc1Cl,0,5,7,-0.3,-1,-1,-4,-3,-10
CSc1ccc(/C=N/NC(=O)COc2ccc(Br)cc2Cl)cc1,1,-1,4,0.3,9,-3,-3,3,11
CCN(CC)C(=O)Cn1cc(S(=O)(=O)CC(=O)Nc2ccc(F)cc2)c2ccccc21,0,-2,1,-0.4,2,2,0,9,13
Cc1cccc(NC(=O)c2cc(N3C(=O)CCC3=O)ccc2Cl)n1,-1,0,-3,1.5,5,-2,-3,2,10
Cc1ccnc2nc(C(=O)OCCOc3ccc(F)cc3)nn12,3,0,2,-0.3,-2,6,-1,6,0
O=S(=O)(/N=C(\[O-])C[n+]1ccccc1)c1ccc(Cl)cc1,-4,6,1,0.3,3,0,3,-7,-8
CCN(C(=O)CCS(=O)(=O)c1cc2c(cc1Cl)NC(=O)CO2)c1ccccc1,8,-2,-3,-0.5,5,5,2,2,-2
NC(=O)c1ccc(F)cc1,8,1,-4,0.0,1,-4,-4,-2,-2
